Screening results from PubChem BioAssay.
RTF Ca sens act: increases calcium sensitivity of human cardiac regulated thin filaments; P19429+P45379; IANBD-labeled TnC RTF fluorescence at EC20 calcium; 0% EC20 calcium, 100% full calcium; activation, % at 7.2 µM; 0.24% of 340,000 active; AID 493008;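 active = activation above the mean over all tested compounds plus 3 SD, cut at about 30% in these data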;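 also: rise in fluorescence read as greater calcium sensitivity of cardiac thin filaments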
CAL PDZ FP-1: inhibitors of human CAL PDZ peptide binding; Q9HD26; purified CAL PDZ, TMR-peptide fluorescence polarization, 1 h; inhibition, % at 20 µM; 0.02% of 330,000 active; AID 504414;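 active = highest replicate inhibition of at least 40%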;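 also: plate controls were DMSO neutral control wells for no effect and unlabeled competitor peptide control wells for full effect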
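System: purified tagged CAL PDZ domain construct (CerCALP). Schedule: 1 h incubation at room temperature before polarization reading. Medium: 25 mM sodium phosphate pH 7.4, 150 mM NaCl, TCEP, IgG, Thesit. Read-out: percent inhibition from loss of millipolarization. Measured by: FP readout, S and P plane fluorescence. Probe or stimulus: fluorescent TMR peptide probe.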
Tat transport: blocks Tat-dependent protein export in E. coli; E. coli MC4100 TorA-mCherry Tat export, fluorescence; inhibition, % at 10 µM; 0.036% of 340,000 active; AID 488895;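 active = mean replicate inhibition at least 50% and at least half of replicates individually reaching 50%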;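 also: exported cargo escapes ClpAP degradation while cytoplasmic cargo is degraded and loses fluorescence; 0% = median of neutral control wells and 100% = median of NaSCN control wells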
V-ATPase pHluor: regulators of yeast V-ATPase proton transport | S. cerevisiae, pHLuorin cytosolic pH fluorescence | response, % at 10 µM | 0.37% of 350,000 active | AID 504577; in the data active = response mostly above about 7.3%, no sharp cut-off; inactive = mostly below about 5.4%; also: actives read high; inactives centre near 0; some compounds called inactive have numbers as strong as hits; reference of the scale not given here
CDK5 inh: inhibitors of human CDK5/p35 kinase; Recombinant CDK5/p35, ADP-Glo luminescence, 60 min; inhibition, % at 10 µM; 0.01% of 330,000 active; Q00535+Q15078; AID 488839;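 active = highest replicate inhibition of at least 50% and at least 75% of replicates reaching 50%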;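 also: plate controls were DMSO neutral control for no effect and GW8510 at 10 µM for full effect; many of its hits are not listed in these tables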
Target sequence (Q00535 whole entry, looked up): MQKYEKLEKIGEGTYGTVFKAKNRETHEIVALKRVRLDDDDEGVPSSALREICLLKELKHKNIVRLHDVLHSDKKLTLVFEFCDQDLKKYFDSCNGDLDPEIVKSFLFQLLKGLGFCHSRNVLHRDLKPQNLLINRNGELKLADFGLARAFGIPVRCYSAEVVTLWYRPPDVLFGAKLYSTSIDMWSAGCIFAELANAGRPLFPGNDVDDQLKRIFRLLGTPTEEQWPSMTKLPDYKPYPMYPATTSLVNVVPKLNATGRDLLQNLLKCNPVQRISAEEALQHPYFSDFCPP
Target sequence (Q15078 whole entry, looked up): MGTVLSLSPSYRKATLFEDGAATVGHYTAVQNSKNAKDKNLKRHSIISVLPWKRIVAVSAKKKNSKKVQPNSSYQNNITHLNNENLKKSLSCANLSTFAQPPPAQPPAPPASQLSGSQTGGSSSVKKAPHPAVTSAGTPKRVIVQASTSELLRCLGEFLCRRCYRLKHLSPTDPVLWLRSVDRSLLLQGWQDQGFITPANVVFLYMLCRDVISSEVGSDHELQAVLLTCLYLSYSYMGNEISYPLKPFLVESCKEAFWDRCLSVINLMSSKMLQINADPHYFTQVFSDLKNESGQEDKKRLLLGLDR
Wnt act: activators of Wnt/beta-catenin signaling; AID 743398; 1.2% of 300,000 active; activation, % at 9.35 µM; Wnt/beta-catenin reporter cell assay, activator, plate reader; in the data active = activation above about 30%, passing the limit was not always enough;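 also: 0% = neutral control wells and 100% = positive control wells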
CAL PDZ FP-2: CAL PDZ (human) peptide binding inhibition; 0.92% of 300,000 active; Q9HD26; inhibition, % at 24.9 µM; purified CAL PDZ, TMR-peptide fluorescence polarization, 1 h; AID 602252;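 active = mean inhibition of at least 30% with at least half of replicates also reaching 30%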;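 also: 0% = DMSO neutral control and 100% = excess unlabeled competitor peptide PRC23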
Rtt109 Vps75: blocks Candida albicans Rtt109/Vps75 acetyltransferase activity; Q5AAJ8; purified Rtt109/Vps75, ThioGlo CoA-SH fluorescence, 4 h; inhibition, % at 34.9 µM; 0.16% of 330,000 active;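 active = inhibition of at least 50% in every replicate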
Target sequence (Q5AAJ8 whole entry, looked up): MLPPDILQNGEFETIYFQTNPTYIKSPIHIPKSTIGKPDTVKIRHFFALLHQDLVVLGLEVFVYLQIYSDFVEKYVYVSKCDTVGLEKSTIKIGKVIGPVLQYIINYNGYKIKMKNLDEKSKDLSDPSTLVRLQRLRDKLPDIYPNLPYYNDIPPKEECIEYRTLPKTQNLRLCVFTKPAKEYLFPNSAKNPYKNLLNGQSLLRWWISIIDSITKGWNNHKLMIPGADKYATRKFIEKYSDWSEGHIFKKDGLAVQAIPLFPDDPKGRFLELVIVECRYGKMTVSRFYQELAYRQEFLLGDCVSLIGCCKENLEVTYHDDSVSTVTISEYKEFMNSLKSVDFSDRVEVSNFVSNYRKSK
MITF TRPM1 HTS: increases MITF-driven TRPM1 promoter luciferase signal; SK-MEL-5 TRPM1-promoter luciferase, 24 h; % of positive control, neutral wells = 0; AID 588334; 0.75% of 300,000 active; activation, % at 12.5 µM;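 active = mean activation of at least 80% with every replicate also reaching 80%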;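 also: 0% = neutral control wells and 100% = parthenolide positive control wells; values of inactives mirror those of a sister screen read the other way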
dFosB act: activators of mouse delta FosB homodimer. purified delta FosB, TAMRA-CDK5 oligo fluorescence polarization; percent of positive-control signal above neutral wells. AID 493131. P13346. 0.99% of 340,000 active. activation, % at 25 µM;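 active = mean activation above about 17%, with every replicate also reaching it, limit read from the data, passing the limit was not always enough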;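 also: fluorescence polarization rise as delta FosB binds a TAMRA Cdk5 AP-1 oligo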
Active calls of the source: *; / = not tested or not shown.

SMILES | RTF Ca sens act | CAL PDZ FP-1 | Tat transport | V-ATPase pHluor | CDK5 inh | Wnt act | CAL PDZ FP-2 | Rtt109 Vps75 | MITF TRPM1 HTS | dFosB act
COc1ccc(N2CCN(C(=O)CN(CCc3ccccc3)S(C)(=O)=O)CC2)cc1 | -1.9 | -1.2 | 1.2 | -0.5 | 1.2 | -1.3 | -5.1 | -4.2 | -0.1 | -6.1
CC(C)N(Cc1nccn1C)C(=O)c1cc(COc2ccc(-n3cncn3)cc2)on1 | -2.2 | -3.3 | -0.7 | 0.3 | 1.1 | 2.2 | -0.8 | -1.0 | -10.8 | -7.7
CCSc1ccc([C@@H]2[C@H]3C(=O)N(CC)C(=O)[C@H]3[C@]3(C(=O)OC)CCCCN23)cc1OC | 4.0 | -0.3 | 12.0 | 0.3 | -0.9 | / | -3.0 | -1.0 | -5.8 | -0.4
COc1cc(NC(=O)N2CCNC2=O)cc(C(=O)Nc2cccc(C(F)(F)F)c2)c1 | 1.2 | -0.6 | -2.5 | -0.7 | 0.0 | -19.0 | -4.4 | 3.9 | -7.5 | -1.3
Cn1c(=O)c2c(nc(Br)n2CCc2ccccc2)n(C)c1=O | -3.7 | -2.4 | -7.5 | 0.9 | -0.5 | / | -5.6 | -12.1 | 14.7 | -11.7
Cc1ccccc1OCC(=O)Nc1ccc(C)c(S(=O)(=O)N2CCCCCC2)c1 | 3.2 | -1.3 | 10.4 | -2.3 | -0.6 | -5.1 | 0.9 | 2.4 | -5.6 | -10.4
Cc1ccc(NC(=O)CNS(=O)(=O)c2ccc(F)cc2)cc1C | -5.8 | -0.6 | 10.8 | -4.5 | -0.5 | 0.3 | / | 2.8 | 3.9 | 4.5
COc1ccc(/C=C/c2nc(N)nc(-c3ccccc3O)n2)cc1OC | 0.8 | -2.0 | -7.2 | -1.8 | -1.5 | 1.4 | 1.4 | 5.6 | -2.5 | 10.4
O=C(NCc1ccco1)c1cc(-c2ccccc2)nn1CC1CC(c2cccc([N+](=O)[O-])c2)=NO1 (stereo unspecified) | 0.3 | -3.3 | -5.5 | -2.8 | 1.2 | -3.8 | 0.6 | -4.9 | 2.1 | -2.0
N/C(=N\OC(=O)CC1CCCCC1)c1ccncc1 | -1.0 | -1.1 | 2.7 | 1.9 | -0.7 | 1.4 | -2.1 | / | 9.3 | 1.8
Cc1ccc(CNC(=O)c2cc(=O)c3cc(C)ccc3o2)cc1 | 0.4 | -1.5 | -7.2 | -2.1 | 0.5 | -0.4 | -3.7 | 1.0 | 5.1 | 5.9
CC(SCC(=O)Nc1ccccc1)c1nc2ccccc2c(=O)[nH]1 (stereo unspecified) | 1.4 | 0.1 | 12.6 | -3.3 | -1.4 | -3.2 | 17.9 | -4.4 | 0.2 | -5.7
COc1ccc(-c2cnnn2-c2ccc(NC(=O)c3ccc(S(=O)(=O)N4CCCCC4)cc3)cc2)cc1OC | -2.9 | -2.7 | -0.3 | 3.4 | 2.4 | -3.1 | -0.5 | 14.4 | -20.8 | 3.5
COc1cccc(-c2cc(CC3(O)CCN(CCCc4ccccc4)CC3)on2)c1 | -1.6 | -1.0 | -4.9 | -1.8 | -1.0 | / | -0.6 | -2.7 | 5.1 | -1.4
CCOc1nc(C)cc(COC)c1C(N)=O | -0.5 | -1.8 | -4.4 | 4.9 | -0.2 | 0.2 | -0.3 | 1.3 | -11.4 | -9.6
CNC(=O)c1c(Cl)cnn1-c1ccccc1 | / | 0.1 | -8.5 | 3.5 | -1.0 | 2.2 | 2.8 | -3.0 | 7.8 | 3.8
CN(C)CCCN(C(=O)c1ccc(Br)s1)c1nc2cc3c(cc2s1)OCO3 | -0.8 | -2.8 | -3.8 | 1.4 | -1.6 | 6.5 | -2.2 | 1.2 | -52.2 | 10.5
CCN(CC(=O)NCc1cccs1)C(=O)Cc1ccc(Cl)c(Cl)c1 | -2.7 | -0.7 | -0.8 | 1.1 | -2.0 | -1.2 | / | 0.9 | -9.5 | -9.5
COc1cccc(C2/C(=C(/O)c3cnn(-c4ccccc4)c3C)C(=O)C(=O)N2CCN(C)C)c1OC (stereo unspecified) | -0.2 | / | -1.5 | 3.2 | -0.2 | 1.1 | -5.0 | 3.8 | -6.7 | -3.6
CCC(C)N(C(=O)Cn1c(=O)cnc2ccccc21)C1CCS(=O)(=O)C1 (stereo unspecified) | 13.2 | -2.7 | -1.7 | -1.9 | 0.5 | 4.3 | -0.7 | -0.5 | -5.5 | 1.8
CCn1c(SC)nnc1C1CCN(CC(=O)Nc2ccccc2N2CCOCC2)CC1 | -4.9 | -2.3 | 7.7 | -0.1 | -8.0 | -2.5 | -1.0 | 3.9 | / | -9.0
C=C1CCN(C(CC(C)C)C(=O)OC)S(=O)(=O)c2ccccc21 (stereo unspecified) | 15.8 | 0.3 | 1.3 | -0.3 | -3.4 | -1.6 | 0.4 | -3.4 | -6.1 | 7.2
NC(=O)C1CCN(C(=O)C2CCC(=O)N(C3CCCCCC3)C2)CC1 (stereo unspecified) | 1.9 | -1.1 | 8.3 | 1.4 | -3.0 | -1.8 | 3.2 | 12.6 | 10.3 | -13.2
O=C(c1ccccc1NS(=O)(=O)c1ccc(Br)s1)N1CCCC1 | -2.3 | -0.8 | -5.2 | 6.1 | -2.7 | -2.7 | 10.9 | -6.4 | -3.7 | -2.8
C=CCn1c(=O)c(C(=O)Nc2ccccc2S(N)(=O)=O)c(O)c2ccccc21 | 0.6 | 10.3 | 1.1 | -2.5 | 1.5 | 6.5 | -4.2 | 15.2 | 72.3 | -18.9

Additional records
SMILES | RTF Ca sens act | CAL PDZ FP-1 | Tat transport | V-ATPase pHluor | CDK5 inh | Wnt act | CAL PDZ FP-2 | Rtt109 Vps75 | MITF TRPM1 HTS | dFosB act
Cc1[nH]c2ccc(C(=O)NCCCN3CCN(C)CC3)cc2c1C | -1.6 | -1.9 | 7.2 | 3.2 | 0.7 | -0.3 | -0.6 | -2.6 | -0.6 | 2.9
COc1ccc(N(CC(=O)NC2CCCC2)C(=O)Cn2nnc(-c3ccc(F)cc3)n2)cc1OC | -2.8 | -2.3 | -2.5 | -0.6 | -0.2 | -0.3 | / | 1.3 | 4.2 | -5.2
CN(CC(=O)Nc1ccccc1C(F)(F)F)C(=O)CSCc1ccc(Cl)c(Cl)c1 | 3.2 | -1.6 | -6.0 | -0.6 | -0.3 | -14.1 | 1.3 | 0.1 | 5.2 | -6.5
Cc1ccc(CSCC(=O)NCc2ccc(F)cc2)cc1 | 2.9 | -3.1 | 4.3 | -3.2 | 0.8 | -1.5 | 1.7 | -10.9 | 24.3 | -7.0
O=C(NNc1cc(Cl)cc(Cl)c1)c1cccs1 | -1.7 | -0.7 | 1.1 | -1.3 | 1.5 | -1.0 | / | 2.7 | / | -4.8
COc1ccc(OC)c(Cc2nnc(CCC(=O)NC(C3CC3)C3CC3)o2)c1 | -1.6 | -2.0 | 5.9 | 0.8 | 0.2 | -0.8 | 0.1 | 23.3 | -1.7 | -3.4
CCN(CC)c1cc(Cl)nc(N)n1 | 5.4 | -0.5 | 0.2 | -2.1 | -1.4 | -2.0 | / | -6.2 | / | 4.0
CC1(NC(=O)CCc2nc3sc4c(c3c(=O)[nH]2)CCCC4)CCS(=O)(=O)C1 (stereo unspecified) | -9.4 | -2.4 | 5.6 | 3.8 | -3.5 | 1.2 | -3.2 | -5.2 | -9.0 | -15.2
Cc1cc(NC(=O)CSc2nnc(-c3ccco3)n2Cc2ccco2)no1 | -7.2 | -0.4 | -8.7 | -1.3 | -2.2 | / | -5.1 | 2.6 | 2.7 | -1.9
O=C(O)c1ccc(NC(=O)c2ccccc2Br)c(NC(=O)c2ccccc2Br)c1 | 6.2 | -1.9 | -5.3 | 5.4 | -0.6 | 1.2 | -6.8 | -1.4 | / | -3.2
Cc1ccc(NC(=O)CCN2CCC(C)CC2)cc1 | -4.0 | -0.4 | -6.2 | -3.8 | 2.3 | -1.1 | 2.8 | 0.9 | / | 3.2
C[C@H]1O[C@@H](O[C@H]2CC[C@@]3(C)C(CC[C@]4(C)C3C=CC3=C5CC(C)(C)CC[C@]5(CO)[C@H](O)C[C@]34C)[C@]2(C)CO)[C@H](O)[C@@H](O[C@@H]2O[C@H](CO)[C@@H](O)[C@H](O)[C@H]2O)[C@H]1O (stereo partly specified) | -1.5 | -0.9 | 0.0 | 3.6 | -0.8 | -6.1 | -2.4 | 14.5 | -5.5 | -1.7
Cc1[nH]c2ccccc2c1C(=O)CSC(=S)N1CCOCC1 | 2.7 | -1.6 | 6.3 | -4.1 | 0.7 | 0.1 | -3.6 | 3.1 | 10.7 | -4.0
O=C(c1ccccc1Cl)N(Cc1ccc(Cl)c(Cl)c1)N1C(=O)CCCC1=O | 6.9 | 33.3 | -0.5 | 2.3 | 0.0 | -0.8 | -5.9 | -1.4 | 1.9 | -13.6
O=C(O)c1ccc(NS(=O)(=O)c2ccc3c(c2)OCCO3)cc1 | 1.4 | -0.4 | 1.7 | 3.1 | 1.1 | -1.1 | / | -11.3 | / | -9.6
CC(C)NS(=O)(=O)c1ccc(NC(=O)C(C)OC(=O)C2CCC2)cc1 (stereo unspecified) | -2.4 | 0.6 | -0.7 | 7.2 | 1.3 | -0.3 | -2.8 | -2.0 | 1.6 | -10.8
CCCCC(C)n1[nH]c(=O)c2c(C)cc(C)nc21 (stereo unspecified) | 0.7 | -2.5 | 2.6 | 0.3 | -0.9 | 1.8 | -2.5 | 0.3 | -15.9 | -8.2
CCCNc1ncnc2sc(C)c(C)c12 | -5.2 | -1.5 | 16.5 | 2.9 | -1.0 | / | / | 0.3 | / | 0.0
Oc1ccccc1-c1n[nH]c(=S)n1Cc1ccccc1 | -4.6 | -1.9 | 5.8 | -1.3 | -0.4 | 1.2 | 11.9 | 5.2 | -30.6 | -4.0
O=Cc1cn(CC(=O)NCC2CCCO2)c2ccccc12 (stereo unspecified) | 6.8 | -0.2 | 8.3 | 4.1 | -0.2 | -1.0 | -5.7 | 2.9 | 0.2 | -1.1
CCCCCn1c(=O)[nH]c2cc(C(=O)NCCCN(CC)CC)ccc2c1=O | -1.0 | -1.1 | 2.1 | -0.6 | 1.0 | -10.1 | -0.9 | 5.5 | / | -12.4
NS(=O)(=O)c1ccc(CNC(=O)c2ccc3c(c2)OCO3)cc1 | -3.2 | 0.6 | -3.4 | -0.5 | 0.7 | -0.9 | -0.6 | -1.4 | -1.4 | -1.8
Cc1ccc(S(=O)(=O)Nc2cccc(-n3cnnn3)c2)cc1C | -3.7 | -1.6 | 3.7 | 2.1 | -1.3 | 0.0 | 5.8 | 4.7 | -8.4 | -7.3
COc1ccccc1C(=O)/C=C/c1ccc(N2CCCCC2)c([N+](=O)[O-])c1 | -16.2 | -0.5 | -6.6 | 0.8 | 1.6 | -1.5 | -1.4 | -1.8 | -7.3 | -9.7

A different layout for part of the listing above.
RTF Ca sens act	CAL PDZ FP-1	Tat transport	V-ATPase pHluor	CDK5 inh	Wnt act	CAL PDZ FP-2	Rtt109 Vps75	MITF TRPM1 HTS	dFosB act	SMILES
6.8	-0.2	8.3	4.1	-0.2	-1.0	-5.7	2.9	0.2	-1.1	O=Cc1cn(CC(=O)NCC2CCCO2)c2ccccc12 (stereo unspecified)
3.2	-1.6	-6.0	-0.6	-0.3	-14.1	1.3	0.1	5.2	-6.5	CN(CC(=O)Nc1ccccc1C(F)(F)F)C(=O)CSCc1ccc(Cl)c(Cl)c1
